DUSP3 inh: DUSP3 (human) phosphatase inhibition; P51452; recombinant VHR phosphatase, pNPP absorbance; inhibition, % at 13.3 µM; hit rate 0.52% among 290,000; AID 1654; in the data active = inhibition above about 50%; note: some compounds called inactive have numbers as strong as hits
Target sequence (P51452 whole entry, looked up): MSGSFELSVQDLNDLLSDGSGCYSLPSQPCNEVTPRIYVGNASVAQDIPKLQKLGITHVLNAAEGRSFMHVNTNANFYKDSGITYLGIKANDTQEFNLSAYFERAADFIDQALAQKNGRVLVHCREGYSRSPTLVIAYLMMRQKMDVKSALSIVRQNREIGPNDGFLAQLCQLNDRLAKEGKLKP
UGM FP inh: blocks M. tuberculosis UGM enzyme. inhibition, % at 10 µM. P9WIQ1. purified UGM, fluorescence polarization probe displacement. hit rate 0.06% among 320,000; in the data active = inhibition above about 10%, passing the limit was not always enough; inconclusive = no clear call, values can overlap the other calls
Target sequence (P9WIQ1 whole entry, looked up): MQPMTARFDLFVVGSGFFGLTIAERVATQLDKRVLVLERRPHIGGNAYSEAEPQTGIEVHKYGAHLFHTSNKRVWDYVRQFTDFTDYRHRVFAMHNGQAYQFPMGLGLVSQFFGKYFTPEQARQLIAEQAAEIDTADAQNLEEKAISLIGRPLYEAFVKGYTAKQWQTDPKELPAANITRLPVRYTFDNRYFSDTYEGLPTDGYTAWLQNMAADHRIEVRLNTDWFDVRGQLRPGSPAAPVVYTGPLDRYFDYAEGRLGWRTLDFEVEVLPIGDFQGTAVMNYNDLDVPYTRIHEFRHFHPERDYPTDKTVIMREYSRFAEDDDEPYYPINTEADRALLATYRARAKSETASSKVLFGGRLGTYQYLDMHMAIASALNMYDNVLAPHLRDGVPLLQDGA
Rv3671c inh: inhibitors of M. tuberculosis serine protease Rv3671c. hit rate 0.048% among 320,000. inhibition, % at 5.96 µM. AID 2606; in the data active = inhibition above about 38%;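 note: extracellular domain of Rv3671c used as enzyme; 0% = enzyme with DMSO and 100% = no enzyme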
CCHFV vOTU inh: blocks the CCHF virus ovarian tumor domain protease; CCHFV vOTU protease, Pep-AMC fluorescence; inhibition, % at 11.5 µM; hit rate 0.55% among 370,000; note: 0% = vehicle wells with enzyme and 100% = no enzyme wells
FBA Mtb inh: inhibitors of M. tuberculosis fructose-bisphosphate aldolase | P9WQA3 | purified M. tuberculosis FBA, fluorescence read-out | inhibition, % at 1 µM | hit rate 2.3% among 360,000; in the data active = inhibition above about 27%;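 note: 0% = vehicle and 100% = reference inhibitor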
Target sequence (P9WQA3 whole entry, looked up): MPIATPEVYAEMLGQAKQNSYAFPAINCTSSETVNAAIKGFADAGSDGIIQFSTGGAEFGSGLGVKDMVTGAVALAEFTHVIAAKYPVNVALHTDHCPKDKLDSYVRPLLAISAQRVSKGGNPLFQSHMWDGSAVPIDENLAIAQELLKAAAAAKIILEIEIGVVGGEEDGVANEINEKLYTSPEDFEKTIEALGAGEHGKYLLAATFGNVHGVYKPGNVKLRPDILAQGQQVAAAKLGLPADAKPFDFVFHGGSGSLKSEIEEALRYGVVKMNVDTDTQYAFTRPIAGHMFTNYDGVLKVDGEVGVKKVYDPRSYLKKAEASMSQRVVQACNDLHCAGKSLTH
GDH-TPI counter: inhibits GDH-TPI coupling enzymes, artifact for Mtb FBA screen. hit rate 1.2% among 360,000. GDH-TPI coupled enzyme counterscreen, NADH absorbance. inhibition, % at 4.8 µM. AID 588335;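 note: 0% = DMSO wells and 100% = wells lacking the enzyme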
Mtb BioA inh: BioA (M. tuberculosis) enzyme inhibition | purified M. tuberculosis BioA enzyme, plate reader | inhibition, % at 9.99 µM | hit rate 0.096% among 360,000; in the data active = inhibition above about 40%; inconclusive = no clear call, values can overlap the other calls
FadD28 binding: blocks FadD28 binding to the bisubstrate probe. hit rate 0.22% among 360,000. fluorescence polarization. inhibition, % at 12.5 µM; in the data active = inhibition above about 8.5%, passing the limit was not always enough; inconclusive = no clear call, values can overlap the other calls
MazEF act: MazEF (E. coli) toxin RNase activation; P0AE70; FAM/BHQ RNA-DNA oligo cleavage fluorescence, 5 h; activation, % at 20 µM; hit rate 0.32% among 350,000; AID 504720; in the data active = activation above about 50%
Target sequence (P0AE70 whole entry, looked up): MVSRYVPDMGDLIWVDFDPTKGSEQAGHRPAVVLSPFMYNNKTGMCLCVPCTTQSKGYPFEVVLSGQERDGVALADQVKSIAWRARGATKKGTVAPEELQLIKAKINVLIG
BoNT F protease: blocks Botulinum neurotoxin F light chain protease; Multiplex microsphere protease cleavage assay, flow cytometry; inhibition, % at 10 µM; hit rate 0.22% among 360,000; in the data active = inhibition above about 35%, passing the limit was not always enough; inconclusive = no clear call, values can overlap the other calls; note: plate controls were buffer without enzyme for full effect and enzyme alone for no effect
* hit, by the source's call; u = inconclusive; x = no result given; & = joins results of further samples. Cut-off read from the data, not from the text of the source, unless noted: active = inhibition above about 30%; inactive = the rest.

Each structure is followed by: DUSP3 inh | UGM FP inh | Rv3671c inh | CCHFV vOTU inh | FBA Mtb inh | GDH-TPI counter | Mtb BioA inh | FadD28 binding | MazEF act | BoNT F protease
> CCN1CCCC1CNC(=O)c1ccc(Sc2ccc(F)cc2)c([N+](=O)[O-])c1 (stereo not drawn)
    14 | 2.0 | -5 | 9 | -1 | -6 | x | -4.3 | 8 | -1
> CCc1nccn1C(=O)c1cnn2c(C(F)F)cc(-c3ccc(C)cc3)nc12
    5 | x | -3 | -16 | 4 | 20 | -0.6 | 1.6 | 3 | -7
> CCN(CC)CC(O)Cn1c(-c2cccc(Cl)c2)nc2cc(C)c(C)cc21 (stereo not drawn)
    24 | 2.7 | 4 | -16 | 18 | 5 | x | -3.7 | 9 | u
> c1ccc2c(C3OCC4(CCCC4)CO3)cccc2c1
    x | x | x | 14 | 0 | 5 | -0.8 | -1.8 | -1 | 3
> COc1cc(C(=O)NCCCc2nc3ccccc3n2Cc2cc(C)ccc2C)cc(OC)c1OC
    11 | -1.5 | -2 | 18 | 2 | -1 | -1.5 | -4.2 | 4 | 2
> COc1ccccc1C(=O)Nc1c2c(nn1-c1cccc(C)c1C)CS(=O)C2 (stereo not drawn)
    21 | 1.0 | -2 | -3 | 3 | -4 | 1.1 | -2.1 | 11 | 7
> C1C2CC3C1C3C2=NN=C1C2CC3C(C2)C13
    x | x | x | -8 | -1 | -1 | 0.6 | -1.3 | x | -3
> CC1(C(=O)Nc2ccc3c(c2)OCO3)CCN1C(=O)CCc1cccs1 (stereo not drawn)
    x | x | x | -2 | -2 | -3 | 1.1 | -4.8 | x | 2
> C=CCSc1nnc(-c2cnn(-c3ccccc3)c2-n2cccc2)n1C
    -24 | -4.7 | 12 | 7 | 1 | 8 | -1.6 | -0.9 | -6 | -2
> CC1CCCC(C)N1C(=O)COC(=O)Cn1cnc2c1c(=O)n(C)c(=O)n2C (stereo not drawn)
    x | -3.0 | 4 | -3 | 1 | 4 | -2.1 | -0.3 | 3 | -3
> O=C(Nc1ncc2c(n1)-c1ccccc1CC2)c1cccc(Cl)c1
    -2 | -2.1 | -9 | 7 | 3 | 10 | 3.6 | -5.7 | 7 | x
> O=C(COc1coc(CN2CCN(c3ccc(F)cc3)CC2)cc1=O)NC1CCCC1
    x | 0.7 | -5 | -8 | 1 | -1 | -1.2 | -2.0 | 3 | x
> CC(=O)NCCC1CCN(c2nc3nonc3nc2N(C)Cc2ccccc2)CC1
    22 | 0.5 | -2 | 15 | 0 | 37* | x | -4.6 | -3 | 4
> Cc1ccccc1OCC(=O)NC(C)c1ccccc1 (stereo not drawn)
    4 | -5.4 | x | -1 | -3 | -6 | 0.0 | -4.8 | 9 | 1
> O=C(CCC1CCCCC1)Nc1cccc(C(=O)Nc2ccc(C(=O)O)cc2)c1
    x | -0.4 | -15 | 12 | 3 | -8 | 0.2 | -2.1 | -6 | -4
> CSc1cccc(NC(=O)C(C)Sc2ccc(C)cc2)c1 (stereo not drawn)
    27 | 0.5 | -5 | 4 | -4 | 13 | -1.1 | -0.2 | 2 | -1
> COc1cccc(OCC(O)CN2CCN(C)CC2)c1 (stereo not drawn)
    2 | -1.3 | -3 | -12 | -1 | -10 | -0.6 | -1.0 | 5 | -4
> COc1ccc(NC(=O)CSc2n[nH]c(-c3ccncc3)n2)cc1Cl
    x | -2.9 | -11 | 5 | -1 | 13 | 2.9 | 0.5 | 6 | -14
> COc1ccc(S(=O)(=O)Nc2c3ccccc3nc(=O)n2-c2ccccc2)cc1
    -11 | 0.7 | 5 | -8 | 13 | 15 | -1.2 | 0.5 | 7 | -7
> C/C(=N\Nc1ccc2nncn2n1)c1ccc(Cl)s1
    -7 | -1.6 | 6 | 8 | 0 | 16 | -1.0 | -3.7 | 2 | -8
> CSCCC(c1nnnn1C(C)(C)C)N1CCC2(CC1)C(=O)NCN2c1ccccc1 (stereo not drawn)
    x | x | x | 0 | -2 | x | 6.7 | -0.8 | x | -11
> COc1ccc(C2CC(=O)Oc3ccc(C(C)(C)C)cc32)cc1 (stereo not drawn)
    24 | -1.2 | -5 | 18 | 4 | 10 | -0.9&0.1 | 0.0 | 2 | -4
> CCOc1nc(-c2ccc(Cl)cc2)nc2ccccc12
    -1 | 0.5 | 0 | 3 | 2 | -3 | x | -3.4 | 2 | -2
> COc1nccc(C(F)(F)F)c1C(=O)Nc1ccc(Cl)cc1
    17 | -0.2 | -6 | -4 | 0 | 13 | -0.7 | 0.0 | 1 | x
> O=S1(=O)N=C(Oc2ccccc2)c2ccccc21
    11 | -2.5 | -3 | -8 | -1 | -8 | -1.0 | -0.4 | 6 | 0
> COc1ccc(OCc2n(CC(=O)OC3CC(C)CCC3C(C)C)c3ccccc3[n+]2C)cc1 (stereo not drawn)
    8 | 0.1 | 8 | 10 | -1 | 6 | 11 | -8.3 | 0 | 4
> COc1cccc(NC(=S)N2CCN(S(C)(=O)=O)CC2)c1
    15 | -0.7 | x | -2 | 1 | 4 | 0.2 | -1.9 | -3 | -3
> O=C(Nc1cccc(S(=O)(=O)Nc2ccccc2F)c1)c1ccco1
    x | -2.7 | -1 | -5 | 0 | 5 | 0.3 | -1.5 | 10 | 4
> N=c1c(C(=O)NC2CCCCC2)cc2c(=O)n3ccccc3nc2n1Cc1ccco1
    -4 | 1.7 | -4 | -17 | 36* | 5 | 0.1 | -0.4 | 8 | -2
> Cc1ccc(OCCNc2ccc(C(F)(F)F)cc2[N+](=O)[O-])cc1
    4 | 1.0 | 0 | -6 | 1 | 4 | x | -0.6 | -13 | -2
> CCOc1ccccc1NC(=O)CCn1ccnc1
    5 | 0.2 | 1 | -1 | 1 | 2 | -2.0 | -2.8 | -12 | u
> COc1cccc(-c2c(C(=O)N/N=C/c3ccco3)nnn2-c2nonc2N)c1
    21 | -2.0 | 1 | 12 | -1 | 33* | 0.4 | -5.7 | 4 | x
> CCS(=O)(=O)N1CCN=C1SCc1ccccc1
    -5 | 3.2 | 2 | -2 | 1 | -2 | 2.0 | -3.4 | 3 | 2
> CC(=O)Nc1nc(-c2ccc3c(c2)OCO3)cs1
    -13 | 5.1 | 6 | 6 | 1 | -6 | x | -1.3 | -10 | -6
> S=C(NCc1ccccn1)Nc1ccc(Br)cc1Cl
    -10 | 2.3 | -2 | -12 | 0 | -2 | -1.6 | -1.0 | 5 | -8
> Cc1ccc(/C=C2/C(=O)NC(=O)N(CCc3ccc(F)cc3)C2=O)o1
    22 | 0.6 | -12 | 5 | -2 | -1 | x | 4.3 | -4 | -4
> CCCC(=O)Nc1c2c(nc3ccccc13)N(c1ccccc1)CC2
    16 | -1.5 | 0 | x | 192* | 10 | x | -1.5 | 4 | 0
> Cc1[nH]c(=O)[nH]c(=O)c1CSc1nnc([C@@H](NC(=O)OC(C)(C)C)C(C)C)o1
    11 | 0.0 | -6 | 6 | 0 | 16 | 0.7 | 0.4 | 1 | 7
> CN(C)c1ccc(P(=O)(OCc2ccccc2)C(O)c2ccncc2)cc1 (stereo not drawn)
    20 | 0.3 | -12 | -3 | 3 | -2 | x | 2.5 | 7 | x
> CC(NC(=O)/C(C#N)=C/c1cn(-c2ccccc2)nc1-c1ccc(F)cc1)c1ccccc1 (stereo not drawn)
    -8 | -0.4 | 8 | -1 | 0 | 0 | -0.2 | 0.7 | -4 | -4
> COc1cccc(N/C(SCc2cccc([N+](=O)[O-])c2)=C(/C#N)C(N)=O)c1
    3 | 1.5 | -3 | 17 | -2 | 6 | x | 0.1 | 9 | -4
> O=C(Cn1nnc2ccccc2c1=O)N[C@@H](Cc1ccccc1)C(=O)O
    -24 | -0.2 | -10 | 1 | -1 | 5 | -0.4 | -1.1 | -4 | 0
> O=C(NCCNC(=O)c1cnccn1)c1cccc(Cl)c1
    -30 | 4.1 | 6 | -12 | 1 | -3 | x | -0.9 | -1 | 2
> CN1CCC(OC(=O)c2cccc(Br)c2)CC1
    -20 | 1.8 | -5 | -6 | 0 | -4 | x | 0.4 | -4 | 3
> O=C(NC1CCCC1)C(=O)N(Cc1cccnc1)C(C(=O)NC1CCCC1)c1ccco1 (stereo not drawn)
    9 | 3.4 | 1 | 14 | 8 | -3 | x | -1.3 | 5 | 2

Structures shown so far with an NH in an aromatic ring, in the order listed:
Each structure is followed by: DUSP3 inh | UGM FP inh | Rv3671c inh | CCHFV vOTU inh | FBA Mtb inh | GDH-TPI counter | Mtb BioA inh | FadD28 binding | MazEF act | BoNT F protease
> COc1ccc(NC(=O)CSc2n[nH]c(-c3ccncc3)n2)cc1Cl
    x | -2.9 | -11 | 5 | -1 | 13 | 2.9 | 0.5 | 6 | -14
> Cc1[nH]c(=O)[nH]c(=O)c1CSc1nnc([C@@H](NC(=O)OC(C)(C)C)C(C)C)o1
    11 | 0.0 | -6 | 6 | 0 | 16 | 0.7 | 0.4 | 1 | 7

The list continues:
Each structure is followed by: DUSP3 inh | UGM FP inh | Rv3671c inh | CCHFV vOTU inh | FBA Mtb inh | GDH-TPI counter | Mtb BioA inh | FadD28 binding | MazEF act | BoNT F protease
> Nc1nc(SCC(=O)N2CCCc3ccccc32)n[nH]1
    x | 0.7 | -3 | -85 | 3 | 3 | -1.0 | -2.7 | -7 | 7
> O=C(Nc1ccccc1O)c1cccc(S(=O)(=O)N2CCOCC2)c1
    -18 | 4.2 | -7 | -7 | 0 | -6 | -0.6 | -5.3 | 7 | -1
> COCCNC(=S)N(CCO)Cc1cc2cc3c(cc2[nH]c1=O)OCCO3
    -29 | 2.7 | 12 | -35 | 18 | 15 | 0.9 | 0.1 | 7 | -12
> Cc1ccc2nc(/C=C/c3cccc(F)c3)ccc2c1
    0 | 1.7 | -10 | 10 | 7 | 7 | x | -0.9 | 3 | 0
> O=C(Nc1ccc(Br)cn1)c1ccc2nccnc2c1
    x | 2.0 | -5 | 1 | 3 | 7 | x | -3.2 | 2 | -8
> CC1C(c2cccs2)=[N+]([O-])C(C)(C(=O)c2cccs2)N1O (stereo not drawn)
    -13 | 2.9 | -3 | -1 | -4 | 17 | 3.5 | -0.7 | 2 | -3
> CCCc1nnc(NC(=O)CCC(=O)NCc2ccccc2Cl)s1
    1 | -1.8 | -1 | -5 | 3 | -3 | -0.7 | -1.2 | -44 | 5
> C/C(=N\N(c1ccccc1)c1ccccc1)c1ccc(O)cc1
    22 | 3.2 | 0 | 8 | -2 | -2 | -1.2 | -0.8 | 9 | -37
> CC(C)(CNC(=O)c1ccccc1NS(C)(=O)=O)N1CCCCC1
    18 | -1.7 | -9 | -5 | 24 | 1 | -2.1 | 0.2 | 5 | -23
> CCCN(CCC)CCCNC(=O)C1CCN(S(=O)(=O)c2cccc3nsnc23)CC1
    0 | 0.2 | -5 | 5 | 2 | 8 | -0.4 | 0.6 | 10 | 1
> Cc1csc(NC(=O)C2CCN(S(=O)(=O)c3ccccc3F)CC2)n1
    1 | -1.0 | -1 | 7 | -3 | -3 | x | -1.1 | 2 | -10
> O=C(Nc1ccc(S(=O)(=O)N2CCCC2)cc1)c1ccc([N+](=O)[O-])cc1
    25 | 2.9 | 2 | 2 | 1 | 0 | -1.1 | x | 6 | -2
> Fc1cccc(CN2CCSCC2)c1
    27 | -1.7 | x | 15 | 1 | 6 | -0.7 | 1.5 | 8 | u
> COc1ccc(-c2cc(-c3ccc(N)cc3)nc(N)c2C#N)cc1OC
    15 | 0.3 | -4 | -2 | 24 | 14 | x | -1.1 | 7 | -1
> CCOC(=O)c1c(NC(=O)COC(=O)CNC(=O)c2ccc(Cl)cc2Cl)sc(C(=O)N(C)C)c1C
    x | 0.0 | -3 | -1 | 0 | -4 | 2.8 | -2.9 | -8 | 4
> Clc1nc(-c2ccccn2)nc2scc(-c3ccccc3)c12
    2 | 0.5 | -7 | 9 | 17 | 9 | 1.2 | -5.9 | 1 | -1

Results in MazEF act and UGM FP inh, for 2 of the compounds above:
SMILES	MazEF act	UGM FP inh
Cc1ccc2nc(/C=C/c3cccc(F)c3)ccc2c1	3	1.7
O=C(Nc1ccc(Br)cn1)c1ccc2nccnc2c1	2	2.0

Assay outcomes deposited in PubChem by several laboratories.
